# Screens deposited in PubChem BioAssay by National Center for Advancing Translational Sciences (NCATS).
# Mito fusion act: qHTS Assay for Small Molecule Inhibitors of Mitochondrial Division or Activators of Mitochondrial Fusion; S. cerevisiae fusion-defective mutant growth rescue, CellTiterGlo 48 h; Potency, µM (series often up to 46.1 µM), for the others: at the top dose growth rescue (activation), usual class: activators; actives 0.23% (n = 320,000);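 also: potency is read from the fitted curve at half-maximal effect; % of control where 0% means no effect; nearly all actives have a fitted effect of over 45% in size; temperature-sensitive fusion mutants such as fzo1-1 at 37 °C on non-fermentable ethanol glycerol medium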
#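 Luminescent cell viability in 1536-well qHTS format served as the measure of rescued growth in ts fusion-mutant S. cerevisiae cultured on non-fermentable YPEG for 48 hours at 37C.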
# KCNH2 3.1 inh: qHTS for Inhibitors of KCHN2 3.1: Mutant qHTS. actives 0.95% (n = 340,000). U2OS KCNH2 3.1, thallium flux FluxOr; stronger effect = lower value. activity change, % (tested at about 1.8 µM). Potassium voltage-gated channel subfamily H member 2, brain isoform KCNH2 3.1 (human);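 active = maximum activity change below -70%; inconclusive = maximum activity change from -70% to -50%; inactive = maximum activity change above -50%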;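 also: thallium influx rate constant from kinetic fluorescence after stimulation buffer; % is scaled to controls: 0 for no effect and ±100 for the full control effect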
#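 Virally transduced U2OS (3.1 isoform, 4 h infection in dark at RT) → overnight 37 C → FluxOr + Red40 in HBSS/HEPES, 45 min → stimulation buffer, 2 min kinetic read → rate constant vs DMSO controls.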
# MBNL1 CUG block: qHTS Assay for Inhibitors of MBNL1-poly(CUG) RNA binding | Muscleblind-like protein 1 (Homo sapiens), Q9NR56 | TR-FRET MBNL1-His/biotin-(CUG)12 binding, 665/545 ratio | Potency, µM (top dose mostly 57.5 µM), for inactives: at the highest dose activity change, negative = inhibition, usual class: inhibitors | actives 0.036% (n = 280,000); active = well fitted inhibition curve with a large enough effect in the signal ratio, with a control signal flat, not every such curve was filed as active; inconclusive = small, poorly fitted or top-dose-only effect, or effect the other way, or a change in a side signal; inactive = no such curve, though single readings can be large or run the other way; the % refers to the signal ratio; also: potency is read from the fitted curve at half-maximal effect; % is scaled to controls: 0 for no effect and ±100 for the full control effect
#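 Compounds (final 92 nM to 58 uM) are added to His-tagged MBNL1 and biotin-(CUG)12, then terbium anti-His antibody and streptavidin-XL665 (5 nM final). After 60 min at room temperature, the 665/545 nm ratio is read.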
# PKM2 activator: qHTS Assay for Activators of Human Muscle isoform 2 Pyruvate Kinase; AID 1631, 2009; purified PKM2, Kinase-Glo ATP luminescence, activation; response scale: 0% is enzyme alone, no compound; Potency, µM (titrated, usually from 57.5 µM), inactives show top-dose activation, usual class: activators; actives 0.34% (n = 260,000); also: potency is read from the fitted curve at half-maximal effect; % is scaled to controls: 0 for no effect and ±100 for the full control effect; nearly all actives have a fitted effect of over 55% in size
# Target sequence (P14618 whole entry, looked up, canonical isoform): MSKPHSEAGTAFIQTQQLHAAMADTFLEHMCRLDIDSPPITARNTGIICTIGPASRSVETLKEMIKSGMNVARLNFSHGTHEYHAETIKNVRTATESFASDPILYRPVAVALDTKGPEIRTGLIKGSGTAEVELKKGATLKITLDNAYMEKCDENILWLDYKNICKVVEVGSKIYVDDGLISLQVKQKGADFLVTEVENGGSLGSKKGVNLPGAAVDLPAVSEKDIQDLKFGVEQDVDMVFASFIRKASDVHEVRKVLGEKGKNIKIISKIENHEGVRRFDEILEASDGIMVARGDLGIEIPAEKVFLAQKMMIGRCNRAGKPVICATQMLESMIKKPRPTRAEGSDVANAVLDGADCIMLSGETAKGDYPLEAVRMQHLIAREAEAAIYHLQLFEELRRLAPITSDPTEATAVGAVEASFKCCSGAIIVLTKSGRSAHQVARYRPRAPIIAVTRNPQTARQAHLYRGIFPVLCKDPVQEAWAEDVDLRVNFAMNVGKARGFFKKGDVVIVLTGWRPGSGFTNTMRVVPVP
#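 Purified hPK-M2 (>95% pure) converted ADP (0.1 mM final) to ATP with 0.5 mM PEP in 50 mM imidazole pH7.2, KCl, MgCl2, Tween 20, BSA; 1 h at room temperature. ATP detected by Kinase-Glo luminescence.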
# ELG1 DNA repair: qHTS screen for small molecules that inhibit ELG1-dependent DNA repair in human embryonic kidney (HEK293T) cells expressing luciferase-tagged ELG1; HEK293T ELG1-luciferase reporter, luminescence, 16 h; DNA damage induced by 5-fluorouridine; Potency, µM (series often up to 46.1 µM), for the others: at the top dose activity change, negative = inhibition, hits mostly inhibitors; actives 2.3% (n = 330,000); also: potency is read from the fitted curve at half-maximal effect; % is scaled to controls: 0 for no effect and ±100 for the full control effect; nearly all actives have a fitted effect of over 55% in size
#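 Cells (2,000 per well) received 5-fluorouridine plus test compound or DMSO and were incubated 16 hr at 37 °C, 5% CO2. Luciferase activity was read by luminescence 30 min after ONE-Glo addition; signal suppression marked inhibition of damage-induced ELG1 function.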
# RORg inh: qHTS for inhibitors of ROR gamma transcriptional activity | Nuclear receptor ROR-gamma (Mus musculus), P51450 | Drosophila S2 Gal4-RORgamma UAS-luciferase reporter, 20 h | Potency, µM (doses to about 53.6 µM), without a hit: top-dose activity change, negative = inhibition, most hits filed as inhibitors | actives 5.4% (n = 310,000) | AID 2551, 2010; also: potency is read from the fitted curve at half-maximal effect; % is scaled to controls: 0 for no effect and ±100 for the full control effect; nearly all actives have a fitted effect of over 60% in size
#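 Drosophila S2 cells stably expressing Gal4-DBD/mouse RORγ fusion under metallothionein promoter plus UAS-luciferase; compound 1 h, then 700 uM CuSO4 induction for 20 h at ambient temperature; inhibition read as reduced luminescence.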
# Menin MLL FP TR: qHTS Assay for Inhibitors Targeting the Menin-MLL Interaction in MLL Related Leukemias: Competition With Texas Red Labeled MLL-derived Mutant Peptide; Potency, µM (doses to about 61.6 µM), without a hit: top-dose FP activity change, negative = inhibition, most hits filed as inhibitors; actives 0.23% (n = 270,000); AID 1768, 2009; O00255; Menin + Texas Red MLL mutant peptide, fluorescence polarization; active = well fitted inhibition curve with a large enough effect in the polarisation, with a control signal flat, not every such curve was filed as active; inconclusive = small, poorly fitted or top-dose-only effect, or effect the other way, or a change in a side signal; inactive = no such curve, though single readings can be large or run the other way; the % refers to the polarisation; also: potency is read from the fitted curve at half-maximal effect; % of control where 0% means no effect; many of its hits are not listed in these tables
# NPC1 promoter act: qHTS Assay for NPC1 Promoter Activators; Huh7 NPC1 promoter luciferase reporter, 24 h; Potency, µM (highest dose often 9.22 µM), inactives show at the highest dose activation, hits mostly activators; actives 2.4% (n = 320,000);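 also: potency is read from the fitted curve at half-maximal effect; % of control where 0% means no effect; nearly all actives have a fitted effect of over 60% in size; reporter is driven by a mutant NPC1 promoter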
#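 Quantitative HTS used a cell-based reporter: Huh7 cells stably bearing the NPC1 promoter upstream of luciferase were treated with compounds for 24 h, and promoter activation was read as luminescence.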
# Rab9 prom act: qHTS Assay for Rab9 Promoter Activators | Huh7 Rab9 promoter-luciferase reporter, luminescence, 24 h | Potency, µM (doses to about 9.22 µM), for the others: top-dose activation, negative = inhibition, actives largely listed as activators | actives 2.8% (n = 320,000); also: potency is read from the fitted curve at half-maximal effect; % of control where 0% means no effect; nearly all actives have a fitted effect of over 60% in size
#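 Using Huh7 cells stably transfected with Rab9 promoter–luciferase, compounds were incubated 24 h at 37 °C, 5% CO2; luciferase luminescence was read 10 min after reagent addition.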
# FLuc counter: qHTS profiling assay for firefly luciferase inhibitor/activator using purifed enzyme and Km concentrations of substrates (counterscreen for miR-21 project). Luciferin 4-monooxygenase (Photinus pyralis), P08659. Potency, µM (series often up to 57.5 µM), for the others: at the top dose activity change, negative = inhibition, most hits filed as inhibitors. actives 6.9% (n = 360,000). AID 588342, 2011. purified FLuc, Km substrates, luminescence inhibition;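 also: potency is read from the fitted curve at half-maximal effect; plate controls were vehicle for no effect and reference inhibitor for full effect; nearly all actives have a fitted effect of over 55% in size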
# Target sequence (P08659 whole entry, looked up): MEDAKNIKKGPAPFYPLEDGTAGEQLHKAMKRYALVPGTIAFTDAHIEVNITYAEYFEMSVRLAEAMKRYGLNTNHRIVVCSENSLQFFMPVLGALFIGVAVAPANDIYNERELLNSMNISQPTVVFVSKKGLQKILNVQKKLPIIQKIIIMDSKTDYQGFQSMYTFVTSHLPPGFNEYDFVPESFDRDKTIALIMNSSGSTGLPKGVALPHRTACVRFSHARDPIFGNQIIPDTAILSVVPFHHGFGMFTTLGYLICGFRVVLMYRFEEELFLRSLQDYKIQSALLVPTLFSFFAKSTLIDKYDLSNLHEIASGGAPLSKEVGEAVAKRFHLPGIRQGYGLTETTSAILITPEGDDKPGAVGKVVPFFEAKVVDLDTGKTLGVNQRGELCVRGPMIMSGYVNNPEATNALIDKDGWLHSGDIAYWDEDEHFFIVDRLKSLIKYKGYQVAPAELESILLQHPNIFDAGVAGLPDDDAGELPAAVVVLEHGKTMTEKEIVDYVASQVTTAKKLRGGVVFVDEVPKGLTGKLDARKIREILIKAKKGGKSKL
#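 Purified P. pyralis luciferase (10nM final) with 10uM D-luciferin and 10uM ATP (Km levels) in 50mM Tris acetate pH 7.5, 10mM Mg acetate, 0.01% Tween-20, 0.05% BSA; qHTS 6-point titration, ~60 µM downward; luminescence read.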
# VP16 counter: VP16 counterscreen qHTS for inhibitors of ROR gamma transcriptional activity. Drosophila S2 Gal4-VP16 UAS-luciferase, luminescence, 20 h. Potency, µM (titrated, usually from 53.6 µM), for inactives: at the top dose activity, negative = inhibition, usual class: inhibitors. actives 3.5% (n = 310,000);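 also: Gal4-VP16 expression switched on by copper sulfate through the metallothionein promoter; potency is read from the fitted curve at half-maximal effect; % is scaled to controls: 0 for no effect and ±100 for the full control effect; nearly all actives have a fitted effect of over 50% in size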
# * = called active by the depositor; ? = inconclusive; · = not tested or not shown; [ ] = remark or other dose. Unless noted, calls follow the shape of the dose curve; as a rule, active = well fitted curve in the direction sought with a large enough effect; inconclusive = small, poorly fitted or top-dose-only effect, or another doubt; inactive = no such curve, though single readings can be large; an effect the other way counts as inactive or inconclusive. Only part of the results is shown (hit frequency here may not be typical).
SMILES,Mito fusion act,KCNH2 3.1 inh,MBNL1 CUG block,PKM2 activator,ELG1 DNA repair,RORg inh,Menin MLL FP TR,NPC1 promoter act,Rab9 prom act,FLuc counter,VP16 counter
CC(CNc1ccc([N+](=O)[O-])cc1)NC(=O)c1ccccc1Br (stereo unspecified),9%,-1,?,1%,-3%,8%,-8%,0%,0%,5%,12%[0.365 µM]
CC(C)(C)c1ccc(C2C(C(=O)c3ccco3)=C(O)C(=O)N2CC2CCCO2)cc1 (stereo unspecified),5%,·,10%,4%,-1%,-15%,-22%,-5%,-1%,4%,-7%
CCC[C@H]1COCCS(=O)(=O)N1Cc1ccccc1F,-1%,1,-1%,0%,?,-31%,-3%,-1%,2%,2%,-3%
CC1=CC(C)(C)N2C(=O)C3(C(C#N)=C(N)Oc4cc(O)ccc43)c3cccc1c32 (stereo unspecified),-4%,-8,1%,8%,-10%,-14%,-14%,0%,-3%,1%,-1%
COc1ccc(CNC(=O)CN(CCC(C)C)S(=O)(=O)c2ccc3c(c2)OCCO3)cc1,5%,-11,1%,-4%,?,19%,-6%,0%,-3%,-2%,-3%
CCCCCC(=O)NNC(=O)c1ccc(-c2ccccc2)cc1,-5%,4,-6%,0%,2%,6%,3%,2%,1%,-1%,0%
COCc1nnc(NC(=O)c2ccccc2Oc2ccccc2)s1,-2%,4,-7%,1%,1%,?,-9%,1%,0%,0%,1%
Cc1nc(C(=O)NC2CC2)sc1C1(C)CC(c2cccc([N+](=O)[O-])c2)=NO1 (stereo unspecified),13%,·,?,1%,-20%,?,·,-1%,-4%,2%,-8%
CC(c1ccccc1)N1C(=O)OC(C)(C)C1(C)O (stereo unspecified),1%,6,·,·,14%,·,·,1%,-2%,1%,·
Cc1ccc(C)c(N2CCN(S(=O)(=O)c3cc4c(cc3Cl)NC(=O)CO4)CC2)c1,-2%,1,0%,-1%,2%,10%,50%[activator],-5%,25%,-2%,-5%
Cc1ccc2c(c1)nnn2C1CCN(CC(=O)NCc2ccccc2F)CC1,2%,7,-5%,-5%,?,2%,-14%,-2%,-6%,2%,6%
O=C(O)/C=C/c1ccc(OCc2cccc(F)c2)cc1,-1%,-2,-14%,-17%,?,-26%,15%,1%,-2%,17µM*,?
COc1ccc2oc(=O)c(C(=O)NCc3ccc(C)cc3)cc2c1,4%,1,-1%,1%,13%,-1%,1%,-1%,0%,0%,-9%
Cc1cccc(C(=O)NC(=S)Nc2ccc(S(=O)(=O)N3CCCCC3)cc2)c1,-7%,-15,-4%,7%,?,14µM*,7%,-2%,-1%,2%,10µM*
COc1cc(OC)cc(C(=O)OCC(=O)NC(C)CCc2ccccc2)c1 (stereo unspecified),27%,10,1%,5%,-8%,16%,13%,9%,-7%,3%,2%
CCO[C@H]1OC(C(=O)N2CCOCC2)=C[C@@H](C)[C@@H]1CCCO,-3%,12,-12%,0%,11%,-16%,-3%,0%,0%,2%,8%
COc1ccc(C2CC(c3ccccc3)=NN2C(=O)COC(=O)CNC(=O)c2ccccc2)cc1 (stereo unspecified),5%,-20,·,-3%,?,-1%,-1%,0%,5%,-2%,-8%
O=C(Nc1cccc(C(=O)N2CCCC2)c1)c1ccccc1,-6%,11,-1%,-5%,11%,10%,-5%,2%,-6%[1.84 µM],-2%,4%
O=C(NCc1ccco1)C(=O)NCC1OCCCN1S(=O)(=O)c1ccc(F)cc1 (stereo unspecified),1%,11,-5%,8%,13%,4%,-24%,-2%,-4%,-3%,-3%
O=Nc1c(-c2ccccc2)cc2ccccn12,0%,4,?,-3%,?,-6%,6%,?,?,?,?
Cc1ccc(C)c(S(=O)(=O)N2CCN(C(=O)CCC(=O)c3cc(C)sc3C)CC2)c1,21%,0,·,·,?,·,·,-7%,-1%,0%,·
Cc1ccc2cc(CN(Cc3ccc4c(c3)OCO4)Cc3nnnn3Cc3ccco3)c(=O)[nH]c2c1C,11%,-5,16%,?,?,-37%[0.365 µM],23%,-2%,-4%,-1%,·
O=C(c1cccc([N+](=O)[O-])c1)n1nc(-c2ccccc2)nc1NCc1ccccc1,0%,3,17%,1%,?,12%,-2%,21%,23%,-20%,-2%
CN(Cc1cccs1)C(=O)CSc1nnnn1C,-2%,8,2%,-4%,13%,7%,0%,1%,-2%,1%,10%
Cc1c(C(=O)N2c3ccccc3CC2C)oc2ccccc12 (stereo unspecified),-3%,-8,2%,-8%,?,4%,·,24%,2.8µM*,4.8µM*,8%
CCCOc1ccc(/C=N/NC(=O)CSCc2ccc([N+](=O)[O-])cc2)cc1OCC,7%,2,-10%,2%,23µM*,-8%,1%,-3%,-1%,3%,-6%
O=C(NCC(=O)N(Cc1ccc(F)cc1)C(C(=O)NC1CCCC1)c1ccco1)c1ccco1 (stereo unspecified),-4%,3,2%,-3%,1%,-5%,0%,-2%,2%,-1%,-8%
COc1cc2c(cc1OC)CN(S(=O)(=O)c1ccccc1F)CC2,-2%,-25,-4%,·,6%,8%,12%,-2%,-7%,-1%,-5%
O=C(COc1cccnc1[N+](=O)[O-])N1N=C(c2ccc(Cl)cc2)CC1c1ccco1 (stereo unspecified),0%,-33,214%[activator],-6%,?,9%,34%[activator],0%,12%,-5%,-9%
Cc1nc(SCC(=O)O)c(C#N)c2c1CCCC2,1%,5,·,4%,23%,30%,·,-3%,-3%,-1%,4%
COc1ccc(-c2cc(C(=O)Nc3ccccc3O)c3ccccc3n2)cc1OC,1%,9,3%,2%,23µM*,14%,?,-6%,-2%,?,5%
C#CCNc1c2c(nc3nnnn13)CCCC2,6%,5,-11%,·,-20%,18%,1%,-8%,9%,0%,-6%
Nc1nc(SCC(=O)N2CCN(c3ccccc3)CC2)n[nH]1,-1%,5,3%,1%,-2%,-29%,·,-4%,0%,0%,1%
COc1ccc(-c2cn3cccnc3n2)cc1NC(=O)C1CCCC1,-2%,20,7%,0%,1%,-5%,-18%,-4%,2%,?,0%
CCOC(=O)C1=C(C)NC2=C(C(=O)c3ccccc32)C1c1cccnc1 (stereo unspecified),5%,7,?,3%,?,-15%,1%,-3%,-3%,2%,-2%
CCCC(CCC)C(=O)NNc1cc(=O)c2c(=O)n(C)c(=O)n(C)c2[nH]1,-4%,-1,-2%,3%,8%,23%,19%,-4%,0%,6%,0%
COc1ccccc1OCC(=O)Nc1oc(-c2ccccc2)c(-c2ccccc2)c1C#N,-8%,4,4%,-9%,-14%,-36%,7%,-4%,2%,2%,-71%
COc1ccc(OC)c(N(CC(=O)N2CCCC2)S(C)(=O)=O)c1,-2%,32,5%,0%,-1%,-6%,9%,-5%,0%,5%,-6%
O=C(NCCc1c[nH]c2ccccc12)C1CCN(S(=O)(=O)c2ccc(F)cc2)CC1,7%,-11,-4%,·,-13%,?,2%,1%,0%,0%,1%
C/C(Cc1ccccc1)=N\NC(=O)CNC(=O)COc1cccc(C)c1,0%,-8,-4%,-4%,-6%,0%,·,0%,-3%,0%,0%
CCCNC(=O)C(Sc1ccccc1)c1ccccc1 (stereo unspecified),-4%,-2,-15%,3%,5%,-12%,0%,-3%,-4%,-3%,2%
Cc1cccc(C)c1NC(=O)CSc1nnc(-c2ccoc2C)n1CCc1ccccc1,5%,-2,-4%,0%,?,16%,-16%,-6%,-2%,0%,6%
CN1CCN(NC(=O)Nc2ccc(Br)cc2Cl)CC1,-3%,-9,-6%,-2%,?,-1%,1%,19%,22%,-8%,-4%
